# Vif-A3F inh = blocks the Vif interaction with APOBEC3F; HeLa A3F-eYFP + Vif (tagged APOBEC3F with the HIV-1 protein that degrades it), YFP fluorescence increase; AID 602313; Potency, µM (top dose mostly 46.1 µM), for inactives: top-dose activity, negative = active; hit rate 0.2% among 390,000; also: potency is read from the fitted curve at half-maximal effect; % of control where 0% means no effect; nearly all actives have a fitted effect of over 65% in size
#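 HeLa cells stably expressing A3F-eYFP plus Vif, plated and incubated overnight at 37 deg C, then exposed to compounds overnight at 37 deg C. Blocked degradation read as raised yellow fluorescence (Ex 488/Em 500-530).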
# mIDH1 inhibitor = human IDH1 R132H inhibition; O75874; IDH1-R132H enzyme, NADPH consumption, diaphorase/resazurin fluorescence; Potency, µM (series often up to 76.6 µM), for the others: at the top dose activity change, negative = inhibition, actives largely listed as inhibitors; hit rate 0.093% among 390,000; also: potency is read from the fitted curve at half-maximal effect; % is scaled to controls: 0 for no effect and ±100 for the full control effect; nearly all actives have a fitted effect of over 65% in size
# Target sequence (O75874 whole entry R132H, stated change not applied): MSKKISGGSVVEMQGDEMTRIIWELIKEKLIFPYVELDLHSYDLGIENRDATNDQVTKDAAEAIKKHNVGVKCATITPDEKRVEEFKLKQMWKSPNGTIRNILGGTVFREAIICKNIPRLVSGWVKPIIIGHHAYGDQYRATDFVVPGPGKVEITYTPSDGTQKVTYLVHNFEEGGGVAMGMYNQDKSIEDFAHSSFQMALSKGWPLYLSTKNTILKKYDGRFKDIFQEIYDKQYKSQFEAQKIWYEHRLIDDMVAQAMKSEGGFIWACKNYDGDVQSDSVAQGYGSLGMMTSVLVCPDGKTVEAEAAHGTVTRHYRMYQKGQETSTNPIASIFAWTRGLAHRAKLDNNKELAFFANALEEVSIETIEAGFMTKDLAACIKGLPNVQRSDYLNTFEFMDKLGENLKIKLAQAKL
#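 IDH1-R132H (0.5 ug/mL) preincubated 30 min with compound, then NADPH (0.016 mM) and alpha-KG (2 mM) added; 80 min at RT, pH 7.5. Remaining NADPH coupled via diaphorase/resazurin to fluorescence (540/590 nm); concentration-response curves normalized to no-enzyme control.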
# GRP78 ERSR act = ER stress response induction in glioma | U87-MG GRP78 promoter luciferase reporter, 16 h | Potency, µM, inactives show at the top dose activation, usual class: activators | hit rate 0.02% among 420,000 | AID 602332; also: potency is read from the fitted curve at half-maximal effect; series mostly up to about 76 µM; % of control where 0% means no effect; nearly all actives have a fitted effect of over 35% in size
#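 ERSR induction read as luciferase luminescence (Bright-Glo, 10 min at room temperature) in stably transfected human U87-MG glioma cells exposed to compounds for 16 h, using GRP78 as sensor.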
# USP1-UAF1 inh = USP1/UAF1 (human) deubiquitinase inhibition; Potency, µM (highest dose often 57.1 µM), without a hit: at the highest dose activity change, negative = inhibition, usual class: inhibitors; O94782; AID 743255; hit rate 0.23% among 390,000; recombinant USP1/UAF1, Ub-Rhodamine cleavage fluorescence; also: potency is read from the fitted curve at half-maximal effect; % is scaled to controls: 0 for no effect and ±100 for the full control effect; nearly all actives have a fitted effect of over 60% in size; inactives centre near -12
#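 USP1/UAF1 complex (1 nM) preincubated 15 min at room temperature with compound, then Ub-Rho substrate (150 nM final) added. Kinetic fluorescence at 480/540 nm over 6 reads at 60 s intervals; 50 mM HEPES pH 7.8, 0.5 mM EDTA, 0.1 mg/ml BSA, 1 mM TCEP, 0.01% Tween-20.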
# RXFP1 ag = agonists of human relaxin receptor RXFP1; HEK293T-RXFP1 cAMP TR-FRET, 30 min; response scale: percent of porcine relaxin response, buffer zero; Potency, µM (titrated, usually from 57.5 µM), without a hit: at the highest dose activation, hits mostly activators; hit rate 0.3% among 370,000; AID 2676; also: potency is read from the fitted curve at half-maximal effect; % is scaled to controls: 0 for no effect and ±100 for the full control effect; nearly all actives have a fitted effect of over 60% in size; many of its hits are not listed in these tables
#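 HEK293T cells stably expressing RXFP1 were pretreated with the PDE4 inhibitor Ro 20174, exposed to compounds for 30 min at 37C, lysed, and cAMP was read by TR-FRET. Data normalized to buffer (basal) and 29 nM porcine relaxin (100%).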
# TrxR1 substrate = is turned over as a substrate by rat TrxR1; purified TrxR1 substrate turnover, NADPH consumption readout; hit rate 0.01% among 390,000; Potency, µM (top dose mostly 114 µM), inactives show at the highest dose activity change, negative = substrate turnover; AID 588456; also: potency is read from the fitted curve at half-maximal effect; % is scaled to controls: 0 for no effect and ±100 for the full control effect; nearly all actives have a fitted effect of over 50% in size
#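 Rat TrxR1, dispensed at 90 nM, was prereduced with 400 uM NADPH (final) for 5 min at ~22 deg C, then incubated with compound 15 min before 400 uM selenite. A first-read NADPH fluorescence drop versus no-compound background flagged substrates.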
# Vif-A3G inh = Vif-A3G binding inhibition; HeLa A3G-eYFP + Vif (tagged APOBEC3G with the HIV-1 protein that degrades it), YFP fluorescence, overnight; hit rate 0.076% among 410,000; Potency, µM (doses to about 46.1 µM), without a hit: at the top dose activity, negative = active, most hits filed as inhibitors;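 also: potency is read from the fitted curve at half-maximal effect; % is scaled to controls: 0 for no effect and ±100 for the full control effect; nearly all actives have a fitted effect of over 60% in size; hits raise eYFP signal because A3G escapes Vif-driven loss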
# Target sequence (Q9HC16 whole entry, looked up): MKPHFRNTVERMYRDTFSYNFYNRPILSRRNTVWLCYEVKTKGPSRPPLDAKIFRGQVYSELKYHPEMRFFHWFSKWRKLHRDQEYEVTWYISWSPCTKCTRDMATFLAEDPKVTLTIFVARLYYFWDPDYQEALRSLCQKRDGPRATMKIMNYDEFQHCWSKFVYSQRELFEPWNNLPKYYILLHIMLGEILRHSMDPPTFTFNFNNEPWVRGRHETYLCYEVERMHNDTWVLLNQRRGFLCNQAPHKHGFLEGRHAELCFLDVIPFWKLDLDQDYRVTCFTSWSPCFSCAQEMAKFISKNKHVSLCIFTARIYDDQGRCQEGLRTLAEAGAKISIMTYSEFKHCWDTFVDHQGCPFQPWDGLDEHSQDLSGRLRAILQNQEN
#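 Read-out is eYFP fluorescence (Ex 488/Em 500-530) from Vif-expressing HeLa A3G-eYFP cells; more signal means A3G escaped Vif-mediated degradation. Cells plated overnight, compound pinned in, incubated overnight at 37 deg C.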
# PI4K2A block = inhibitors of human PI4K2A; Q9BTU6; purified PI4K2A, ADP-Glo luminescence, 1 h; hits give low values; activity change, negative = inhibition, % at 76.9 µM; hit rate 0.13% among 420,000; AID 1346378; in the data active = activity change below about -50%; inconclusive = mostly about -30% to -49%;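 also: -100% = wells without enzyme as full effect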
#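 Compounds are screened against recombinant PI4K2A using PI as substrate and ATP, the latter dispensed at 300 microM. Reactions run one hour at ambient temperature before ADP-Glo detection; full inhibition defined by wells lacking enzyme.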
# LDHA block = LDHA (human) enzyme inhibition | activity change, % (values are at about 110 or 230 µM) | purified LDHA, NADH/diaphorase-resazurin fluorescence; hits give low values | hit rate 0.15% among 480,000 | P00338 | AID 1347041; in the data active = activity change below about -30%; inconclusive = mostly about -25% to -30%;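 also: plate controls were DMSO wells for no effect and wells without enzyme for full effect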
#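 Human LDH5 (2 nM) was incubated with 0.06 mM NADH and 0.2 mM pyruvate for 5 min at room temperature in Tris pH 7.4. Remaining NADH was coupled through diaphorase/resazurin, and resorufin fluorescence was read at 0 and 20 min.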
# Active calls of the source: *; ? = inconclusive; . = no result given; & = joins results of further samples; [ ] = another dose, or the depositor's remark. Unless noted, calls follow the shape of the dose curve; as a rule, active = well fitted curve in the direction sought with a large enough effect; inconclusive = small, poorly fitted or top-dose-only effect, or another doubt; inactive = no such curve, though single readings can be large; an effect the other way counts as inactive or inconclusive. These rows are one share of the data, so the mix of outcomes need not match the whole.
Compound	Vif-A3F inh	mIDH1 inhibitor	GRP78 ERSR act	USP1-UAF1 inh	RXFP1 ag	TrxR1 substrate	Vif-A3G inh	PI4K2A block	LDHA block
Cn1c(=O)c(C(=O)NC2CCCCCC2)c(O)c2ccccc21	0%	-3%	0%	-8%	5.5%	0%	0%	2	-7
CCC(CO)Oc1cc(NC(=O)c2cccc(C)c2)c2ncn(C(C)C)c2c1 (centres undefined)	-1%	17%	-1%	-9%	.	-8%	1%	-4	11
Cc1ccc(NC(=O)CSc2nccn2C)cc1S(=O)(=O)N1CCOCC1	-27%	-7%	-4%	-7%	0.8%	-8%	0%	1	-7
COCCN1Cc2c(sc(C)c2C)N(C(=O)c2ccccc2)C1	1%	1%	5%	-12%	2.9%	8%[57.1 µM]	-4%	1	-3
Nc1[nH]c(=O)nc2nnsc12	.	.	-2%	.	.	9%[0.0914 µM]	1%	.	2
O=C(NC1CC1)c1ccc2c(c1)N(Cc1ccccc1)CCS2	-5%	-1%	1%	-27%	11%	162%[activator]	-3%	-7	-3
CCCc1cc(-c2n[nH]c(=S)n2CC(C)C)cs1	-2%	2%	-3%	-5%	2.1%	-6%	-6%	2	-3
O=C(O)c1cccc(NC(=O)c2ccc3c(c2)C(=O)N(C2CCCCC2)C3=O)c1	-5%	1%	-8%	-19%	-4.4%	-8%	-3%	-2	-2
O=C(Nc1ccc(F)cc1)Nn1cnnc1	1%	-2%	-4%	-23%	0.2%	0%	0%	1	-13
CSCCC(NC(=O)c1ccc(Cl)cc1Cl)C(=O)N1CCN(C(=O)c2ccccc2)CC1 (centres undefined)	-3%	0%	-4%	-20%	.	-3%	2%	0	-2
CCOC(=O)N1CCN(C(=O)CCS(=O)(=O)c2ccc(Br)s2)CC1	-5%	5%	6%	-11%	0.3%	9%	0%	0	-2
C/C(=N\NC(=O)c1ccco1)c1ccc(NC(=O)c2cccs2)cc1	4%	2%	1%	-1%	-0.7%	-18%	-1%	3	-5
CCc1cc2c(=O)n(Cc3ccco3)c(SCC(=O)N(C)C3CCS(=O)(=O)C3)nc2s1 (centres undefined)	-3%	-11%	1%	0%	-2.0%	4%[57.1 µM]	0%	-3	-4
O=[N+]([O-])c1cc(-c2nnc(Nc3ccccc3)c3ccccc23)ccc1N1CCOCC1	0%	-11%	-1%	-7%	1.6%	-4%	-1%	-1	-4
CCn1nc(C)c(NC(=O)CCSc2nc(-c3ccco3)cc(C(F)(F)F)n2)c1C	.	5%	-5%	-17%	-1.5%	-1%	-1%	-1	2
CCOC(=O)c1ccccc1NC(=O)[C@@H]1CCCN1C(=O)OC(C)(C)C	-2%	8%	-5%	-22%	1.8%	9%	0%	2	-2
CCN(CC(=O)Nc1cccc(OC)c1)C(=O)c1cnc(Cl)c(Cl)c1	-17%	5%	-3%	-1%	-2.8%	4%	1%	-5	-7
Cc1nnsc1C(=O)Nc1ccc(S(=O)(=O)N2CCCCC2)cc1	-3%	10%	4%	-16%	0.0%	-6%	0%	1	-7&0
O=C(Nc1cnccn1)Nc1cccc(Cl)c1Cl	3%	6%	-2%	-14%	2.4%	5%	-5%	4	-5
CCN(CC)S(=O)(=O)c1ccc2c(c1)N(CC(=O)NCc1ccc(F)cc1)C(=O)CO2	.	.	.	7%	-0.9%	5%	.	-3	-7
COc1cc2c(cc1O)[C@@H]1Cc3cc(O)c(OC)cc3[C@H](C2)N1C	4%	13%	-6%	?	2.4%	-1%	-1%	-1	1
CC1CCC(n2c(=S)[nH]c3ccccc3c2=O)CC1 (centres undefined)	-18%	-4%	-1%	-2%	0.0%	4%	1%	-9	-9
CCOc1ccccc1NC(=O)CCc1c(C)nc2c(c(C)nn2-c2ccccc2)c1C	4%	1%	-1%	-14%	?	11%	-2%	5	-2
N#Cc1cccc(NC(=O)Cn2nc(Cc3ccncc3)c3ccccc3c2=O)c1	1%	3%	-4%	14%	-0.1%	-3%	1%	-5	-9
O=C(NCCc1ccccc1)c1ccc2c(=O)[nH]c3c(C(=O)NCC4CCCO4)sc(=S)n3c2c1 (centres undefined)	-13%	0%	1%	-11%	-2.2%	-13%	1%	1	-5
COC(=O)C1=C2SC(C)C(=O)N2C(N)=C(C#N)C1c1cc(OC)c(OC)c(OC)c1 (centres undefined)	0%	8%	-3%	-10%	0.3%	13%[57.1 µM]	0%	6	-2
O=C1C(Cl)=C(Nc2ccc3cn[nH]c3c2)C(=O)c2ccccc21	-14%	-2%	-17%	16µM*	-0.1%	?	11%	-7	53
COc1ccccc1OCC(=O)NCCCN1CCOCC1	-4%	-4%	1%	-1%	0.0%	0%	2%	2	-16
Cc1cc(C)c2oc(C(=O)N(Cc3ccc(F)cc3)C3CCS(=O)(=O)C3)cc(=O)c2c1 (centres undefined)	-7%&1%	7%&12%	-4%&-1%	-7%&-9%	2.5%&1.4%	2%&1%	-4%&1%	-7&-14	-3&-7&2
CC1CC(C)CN(CC(=O)N2c3ccccc3CCc3ccccc32)C1 (centres undefined)	-6%	-2%	0%	-6%	0.3%	11%[57.1 µM]	1%	10	-17
CN1C(CC(=O)Nc2ccc(Br)cc2)c2ccccc2CC1(C)C (centres undefined)	-11%	-1%	-6%	-12%	0.7%	-3%[57.1 µM]	-9%	1	-3
Cc1cn([C@H]2C[C@H](O)[C@@H](/C=C/C(=O)NCCc3cccs3)O2)c(=O)[nH]c1=O	.	.	-1%	.	.	.	-1%	-1	-2
CCOC(=O)Cc1csc(NC(=O)c2cc(OC)cc(OC)c2)n1	1%	2%	1%	-13%	1.8%	-6%	2%	2	0
COCCNC(=S)N1CCC(c2nc(-c3ccc(N(C)C)cc3)no2)CC1	2%	0%	6%	-21%	1.8%	2%	4%	-4	1
Cc1ccc(S(=O)(=O)Oc2ccc3c(c2)O/C(=C\c2cccnc2)C3=O)cc1	-3%	?	-1%	-12%	0.0%	0%	-1%	-3	-4
Cn1c(C(=O)N2CCCC(C(=O)NCCN3CCOCC3)C2)cc2sccc21 (centres undefined)	-7%	-1%	-3%	-16%	0.3%	3%	-2%	0	0
CCn1c(CCNS(=O)(=O)c2ccccc2Br)nnc1SC	-13%	1%	-2%	-3%	-0.4%	7%[57.1 µM]	1%	-1	-7
OC(COCC(F)(F)C(F)(F)C(F)(F)C(F)F)Cn1c2ccc(Cl)cc2c2cc(Cl)ccc21 (centres undefined)	1%	10%	-14%	?	1.9%	-8%[11.4 µM]	-8%	-4	-1
NC(=O)C1=C(N)c2ccccc2C1c1ccccc1 (centres undefined)	8%	5%	-5%	-20%	.	-6%[11.4 µM]	-5%	-4	-1
COc1ccccc1CC(=O)Nc1ccc(OC)c(OC)c1	0%	-4%	-3%	12%	0.1%	-4%	5%	-7	-2
O=c1[nH]c(C(F)(F)F)nc2ccc3ccccc3c12	2%	-1%	0%	-11%	-0.2%	6%	-4%	2	-8
Cc1ccc(Cn2ncc3c(N4CCN(C5CCCC5)CC4)ncnc32)cc1	13%	-3%	-4%	-14%	1.9%	-15%	1%	3	0
O=C(Cn1c2ccc(F)cc2c2nc3n(c(=O)c21)CCS3)Nc1ccccc1C(F)(F)F	-3%	-2%	-9%	-22%	-2.3%	11%[57.1 µM]	-3%	1	-4
COC(=O)C1C/C(=N/NS(=O)(=O)c2ccc(C)cc2)CS1 (centres undefined)	-1%	16%	0%	-17%	-3.4%	2%	8%	-2	-14
Cc1cc(C)c(O)c(-c2cc(C(=O)Nc3ccc(S(=O)(=O)N4CCOCC4)cc3)[nH]n2)c1	-5%	-9%	-11%	3%	0.0%	-9%[57.1 µM]	-8%	-1	-10
Cc1cc(=O)[nH]c(N/N=C/c2sccc2C)n1	-4%	-2%	1%	-15%	-6.0%	-3%	0%	-9	-4
CCC(=O)NC(=S)Nc1ccc(NC(=O)c2cccc([N+](=O)[O-])c2C)cc1	2%	7%	0%	-14%	-1.0%	-4%	-3%	-2	-5
O=C(Nc1cc2c(cc1C(=O)O)OCCCO2)c1ccc(F)cc1F	3%	0%	4%	-18%	0.0%	10%	0%	4	-7
CCN(CC(=O)Nc1c(F)cccc1F)C(=O)c1ccc(=O)n(Cc2ccccc2)n1	3%	4%	-2%	-16%	-0.8%	0%	2%	0	-3
CC1(C)CC2CC(C)(CN2CC(O)COc2ccccc2)C1 (centres undefined)	14%	20%	-2%	-20%	-0.5%	4%[57.1 µM]	3%	-3	-5

# Further records:
Compound	Vif-A3F inh	mIDH1 inhibitor	GRP78 ERSR act	USP1-UAF1 inh	RXFP1 ag	TrxR1 substrate	Vif-A3G inh	PI4K2A block	LDHA block
CC(C)CC(c1nnnn1CCc1ccccc1)N1CCN(C(=O)c2ccco2)CC1 (centres undefined)	-11%	-1%	0%	6%	-1.3%	1%	-8%	-7	-5
Cc1nnc2c(N3CCN(c4ccccc4F)CC3)nc3ccc(C(=O)c4ccccc4)cc3n12	1%	0%	-2%	-9%	-1.0%	0%	1%	-2	-1
COc1cc(-c2nnc3n2CCCCC3)cc(OC)c1OC	11%	-1%	1%	-13%	0.0%	-4%	2%	0	0
O=C(NC1CCC(O)CC1)c1ccc(S(=O)(=O)NCc2ccco2)cc1 (centres undefined)	2%	-1%	-1%	-13%	0.6%	-6%	1%	8	-3

# Screening results deposited in PubChem by National Center for Advancing Translational Sciences (NCATS).
